RGS7-Gao: RGS7-Galphao binding modulators, primary screen, biochemical, multiplexed bead flow cytometry; Guanine nucleotide-binding protein G(o) subunit alpha (Homo sapiens), P09471; hit rate 0.35% among 220,000; binding response (% of control), % at 10 µM; AID 1439, 2008; actives lie on both sides; in the data active = binding response below about 49% or above about 150%; inconclusive = no clear call, values can overlap the other calls; inactive = in between;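 note: fluorescent Galphao held in activated GDP-AlF4 state binding bead-coupled RGS7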
ABCB1 inh: ABCB1 efflux pump inhibitors, primary screen, cell-based, multiplex, flow cytometry, ABCG2 counter-screen. CCRF-Adr cells, JC-1 efflux. inhibition, % at 6.6 µM. hit rate 0.067% among 190,000. AID 1326, 2008; in the data active = inhibition above about 40%;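 note: 0% = vehicle and 100% = reference inhibitor; higher value means more JC-1 retained so stronger ABCB1 efflux block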
RGS4-Gao reg: modulators of RGS4 binding to Galphao, primary screen, biochemical, multiplexed bead flow cytometry; binding response (% of control), % at 10 µM; hit rate 0.33% among 220,000; actives lie on both sides; Guanine nucleotide-binding protein G(o) subunit alpha (Homo sapiens), P09471; in the data active = binding response below about 49% or above about 150%; inactive = in between;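 note: fluorescent Galphao activated with aluminum fluoride binding bead-coupled RGS4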
Mcl-1 Bim block: inhibitors of Bim peptide binding to Mcl-1, primary screen, biochemical, bead-based flow cytometry, multiplex. Bim peptide-Mcl-1 binding. inhibition, % at 10 µM. hit rate 0.1% among 190,000. AID 1009, 2008;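 note: 0% = no compound tracer wells and 100% = peptide blocker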
Target sequence (Q07820 whole entry, looked up): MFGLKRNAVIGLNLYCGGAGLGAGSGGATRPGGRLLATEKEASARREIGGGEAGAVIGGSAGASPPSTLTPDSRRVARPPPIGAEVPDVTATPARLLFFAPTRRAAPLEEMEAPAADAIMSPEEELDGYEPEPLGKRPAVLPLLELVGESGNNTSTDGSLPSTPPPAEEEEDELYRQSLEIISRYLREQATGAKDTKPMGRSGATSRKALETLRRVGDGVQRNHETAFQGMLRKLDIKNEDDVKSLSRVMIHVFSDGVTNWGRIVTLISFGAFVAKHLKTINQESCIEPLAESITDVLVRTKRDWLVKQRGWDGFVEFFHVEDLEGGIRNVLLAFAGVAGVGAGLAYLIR
Bfl-1 Bim block: inhibitors of Bim binding to Bfl-1, primary screen, biochemical, multiplexed, bead-based flow cytometry; Bcl-2-related protein A1 (Homo sapiens), Q16548; inhibition, % at 10 µM; Bim-Bfl-1 binding inhibition; hit rate 0.12% among 190,000;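 note: 0% = wells without compound plus tracer and 100% = blocker peptide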
RGS8-Gao reg: RGS8-Galphao binding modulators, primary screen, biochemical, multiplexed bead flow cytometry; hit rate 0.34% among 220,000; response (percent of control binding), % at 10 µM; AID 1423, 2008; actives lie on both sides; Guanine nucleotide-binding protein G(o) subunit alpha (Homo sapiens), P09471; in the data active = response below about 60% or above about 140%; inactive = in between;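 note: Galphao activated as the GDP aluminium fluoride complex binding bead-coupled RGS8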
Bcl-W Bim block: inhibitors of Bim binding to Bcl-W, primary screen, biochemical, multiplexed, bead-based flow cytometry; Bim peptide-Bcl-W binding; hit rate 0.02% among 190,000; inhibition, % at 10 µM; Bcl-2-like protein 2 (Homo sapiens), Q92843;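 note: 0% = bound tracer without compound and 100% = peptide blocker; higher means less fluorescent Bim peptide bound to Bcl-W beads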
Target sequence (Q92843 whole entry, looked up): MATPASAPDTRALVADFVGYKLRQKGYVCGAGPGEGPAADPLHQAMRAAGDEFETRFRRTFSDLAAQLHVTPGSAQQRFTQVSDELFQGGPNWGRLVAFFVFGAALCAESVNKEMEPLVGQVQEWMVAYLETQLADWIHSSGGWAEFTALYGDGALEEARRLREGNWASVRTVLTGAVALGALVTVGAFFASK
Bcl-XL Bim block: inhibitors of Bim-Bcl-XL binding, primary screen, biochemical, multiplexed, bead flow cytometry, human Bcl-XL | Bcl-2-like protein 1 (Homo sapiens), Q07817 | Bim peptide-Bcl-XL binding, fluorescence | inhibition, % at 10 µM | hit rate 0.04% among 190,000
Target sequence (Q07817 whole entry, looked up): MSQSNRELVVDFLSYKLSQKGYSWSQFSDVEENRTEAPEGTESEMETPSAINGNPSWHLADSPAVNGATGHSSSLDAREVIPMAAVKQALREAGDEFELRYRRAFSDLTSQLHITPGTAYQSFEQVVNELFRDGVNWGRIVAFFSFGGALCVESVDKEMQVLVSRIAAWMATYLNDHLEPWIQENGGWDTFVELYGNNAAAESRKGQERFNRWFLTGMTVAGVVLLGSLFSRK
Bcl-B Bim block: inhibitors of Bim-Bcl-B binding, primary screen, biochemical, multiplexed, human Bcl-2 family; bead-based flow cytometry, Bim peptide-Bcl-B binding; inhibition, % at 10 µM; hit rate 0.073% among 190,000;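 note: 0% = tracer peptide without compound and 100% = reference inhibitor peptide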
Target sequence (Q9HD36 whole entry, looked up): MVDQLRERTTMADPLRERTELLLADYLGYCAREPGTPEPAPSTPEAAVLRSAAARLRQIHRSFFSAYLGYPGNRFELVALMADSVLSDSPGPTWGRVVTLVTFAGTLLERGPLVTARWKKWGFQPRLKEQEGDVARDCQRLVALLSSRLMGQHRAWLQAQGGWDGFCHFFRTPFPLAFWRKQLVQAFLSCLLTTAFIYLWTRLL
ABCG2 inh: ABCG2 efflux pump inhibitors, primary screen, multiplex with ABCB1, IgMXP3 cells, flow cytometry; inhibition, % at 6.6 µM; JC-1 efflux; Broad substrate specificity ATP-binding cassette transporter ABCG2 (Homo sapiens), Q9UNQ0; hit rate 0.1% among 190,000;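 active = inhibition above 80%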;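 note: 0% = DMSO and 100% = nicardipine control wells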
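Assay system – ABCG2 IgMXP3 and barcoded ABCB1 CCRF-Adr cell mix · Input – 3 million cells/mL in well · Reagent – JC-1 fluorescent substrate · Compound – single test compound dose, 6.6 µM final · Timing – 10 min exposure at 25 °C with rotation, no wash · Detection – flow cytometry of retained JC-1 fluorescence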
Bcl-2 Bim block: inhibitors of Bim-Bcl-2 binding, primary screen, biochemical, multiplexed, human Bcl-2 family; Apoptosis regulator Bcl-2 (Homo sapiens), P10415; Bead-based flow cytometry, Bim peptide-Bcl-2 binding; inhibition, % at 10 µM; hit rate 0.06% among 190,000; AID 950, 2007; in the data active = inhibition above about 40%; inconclusive = no clear call, values can overlap the other calls;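 note: 0% = no compound wells with probe peptide and 100% = reference peptide inhibitor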
* marks the source's active call; other numbers are inactive results; ? = inconclusive. Cut-off read from the data, not from the text of the source, unless noted: active = inhibition above about 40%. Outcome played no part in choosing rows (roughly 0.94% active in at least one column).

Start of the data: the first seven entries (preview)
SMILES	RGS7-Gao	ABCB1 inh	RGS4-Gao reg	Mcl-1 Bim block	Bfl-1 Bim block	RGS8-Gao reg	Bcl-W Bim block	Bcl-XL Bim block	Bcl-B Bim block	ABCG2 inh	Bcl-2 Bim block
COc1ccc2o/c(=N/NC(=S)Nc3ccccc3)c(C(N)=O)cc2c1	96	-0.8	98	-6	-6	103	-5	-9	-11	3	-6
CCCCNC(=O)CCSc1nc2nc(C)cc(C)n2n1	101	-0.1	95	-1	-4	95	0	-4	-2	0	-3
C/C(=N/NC(=O)c1ccc(C)s1)c1cccc(NC(=O)COc2ccc(Cl)cc2Cl)c1	100	0.2	104	0	0	101	-1	-4	0	0	0
O=C(CSc1cccc[n+]1[O-])c1ccc(Cl)s1	103	0.6	102	-3	-3	100	-2	-4	-6	6	-5
CCCC(=O)N1CCN(c2ccc(NC(=O)C(C)(C)C)cc2)CC1	99	0.1	103	-1	0	101	0	0	3	2	1
CC(NC(=O)C(=O)NN=C1CCCC1)c1ccccc1 (stereo not drawn)	97	0.6	102	1	2	85	0	0	2	4	3
CCn1ccnc1CN(C)Cc1cn(-c2cc(C)ccc2C)nc1-c1ccccc1	104	7.4	102	1	-5	100	0	-3	-9	8	-2

This part in full (from the top)
SMILES	RGS7-Gao	ABCB1 inh	RGS4-Gao reg	Mcl-1 Bim block	Bfl-1 Bim block	RGS8-Gao reg	Bcl-W Bim block	Bcl-XL Bim block	Bcl-B Bim block	ABCG2 inh	Bcl-2 Bim block
COc1ccc2o/c(=N/NC(=S)Nc3ccccc3)c(C(N)=O)cc2c1	96	-0.8	98	-6	-6	103	-5	-9	-11	3	-6
CCCCNC(=O)CCSc1nc2nc(C)cc(C)n2n1	101	-0.1	95	-1	-4	95	0	-4	-2	0	-3
C/C(=N/NC(=O)c1ccc(C)s1)c1cccc(NC(=O)COc2ccc(Cl)cc2Cl)c1	100	0.2	104	0	0	101	-1	-4	0	0	0
O=C(CSc1cccc[n+]1[O-])c1ccc(Cl)s1	103	0.6	102	-3	-3	100	-2	-4	-6	6	-5
CCCC(=O)N1CCN(c2ccc(NC(=O)C(C)(C)C)cc2)CC1	99	0.1	103	-1	0	101	0	0	3	2	1
CC(NC(=O)C(=O)NN=C1CCCC1)c1ccccc1 (stereo not drawn)	97	0.6	102	1	2	85	0	0	2	4	3
CCn1ccnc1CN(C)Cc1cn(-c2cc(C)ccc2C)nc1-c1ccccc1	104	7.4	102	1	-5	100	0	-3	-9	8	-2
CC(=O)c1cc(CN2CCN(C(C)C)C(CCO)C2)cs1 (stereo not drawn)	95	5.2	98	-1	-2	97	-2	-1	-8	8	-1
Cn1nnnc1SCC(=O)NCc1ccc2c(c1)OCO2	104	0.2	96	0	-3	97	-2	-2	-6	1	-1
Cc1cc(C)nc(SCC(=O)N2CCCCC2)n1	111	0.4	104	0	-3	101	0	-1	-1	1	1
OCC1(Cc2ccccc2)CCCN(Cc2c[nH]c3ccccc23)C1 (stereo not drawn)	106	0.8	105	2	0	118	-3	-3	-1	6	0
COc1ccc(C2N(c3cc(Cl)ccc3OC)C(=O)C3CCCN32)c(OC)c1 (stereo not drawn)	96	0.0	98	-1	-3	99	-7	-9	-8	0	-4
COc1c(F)c(F)c(C(=O)Nc2c(C)cc(Br)cc2C)c(F)c1F	97	0.1	103	0	-2	101	0	0	1	0	-1
N#C/C(=C\c1cccc(Cl)c1)c1n[nH]c(Cn2cncn2)n1	99	0.5	97	0	0	99	1	-2	-1	3	-1
CN1/C(=N\O)c2cccc3cccc1c23	105	0.0	98	-1	3	95	3	-3	-12	0	-1
CCOc1ccc(N2C(=O)Nc3ccccc3C2(O)C(=O)NCc2ccc(F)cc2)cc1 (stereo not drawn)	?	0.3	102	2	-2	101	0	1	1	1	0
COc1ccc(S(=O)(=O)NC(CC(=O)O)c2ccco2)cc1 (stereo not drawn)	103	0.0	103	-4	0	104	-2	-6	-10	2	-3
COc1ccc(OCC(=O)Nc2ccccc2C(=O)NC(C)C)cc1	?	0.5	98	0	-4	98	-2	-3	-1	24	-2
O=S(=O)(Cc1cc(-c2ccc(Cl)cc2)no1)c1ccccc1	100	0.2	103	-4	-19	100	-2	-9	-10	9	-9
O=C(CC1C(=O)NCCN1C(=S)Nc1ccccc1)Nc1ccc2c(c1)OCCO2 (stereo not drawn)	102	-0.3	103	-1	0	101	1	-1	-8	-2	-2
COc1ccc(CNC(=S)Nc2cc(C)ccc2C)cc1	119	0.4	120	-5	-10	112	-6	-20	-12	1	-12
Cc1ccc(NC(=O)NCC2CCN(Cc3cccc(Cl)c3)CC2)c(Cl)c1	?	0.5	98	-2	-6	100	-5	-5	-6	3	-1
CC(C)(C)c1nnc2sc(SCC(=O)c3ccc(Cl)cc3)nn2c1=O	103	-2.0	99	-5	-6	101	-9	-4	-7	-16	-9
CCOC(=O)c1cncc(NC(=O)c2ccccc2)c1	102	0.9	102	1	-8	102	-5	-2	-2	9	-4
COC(=O)/C=C1\SC(=Nc2ccccc2)NC1=O	95	1.2	99	-2	-5	102	-2	-4	-4	21	-3
CCN1C(=O)C2(C(C#N)=C(N)Oc3n[nH]c(-c4ccccc4)c32)c2ccccc21 (stereo not drawn)	106	0.2	106	0	-4	103	2	-1	-6	1	-4
COc1cccc(CN2CCCN(S(=O)(=O)c3ccc(Br)cc3)CC2)c1	99	0.5	98	-3	-14	98	-3	-8	-12	-5	-12
COC(=O)c1c(NC(=O)Cc2cccs2)sc2c1CCCC2	95	1.3	96	-6	-21	98	-1	-8	-9	35	-9
Cc1noc(C)c1S(=O)(=O)NCCCN1CCN(Cc2ccccc2)CC1	95	0.0	101	1	0	100	-2	-2	1	2	-1
O=C(NCc1ccco1)C(c1ccccc1)N(CC1CCCO1)C(=O)Cn1nnc2ccccc21 (stereo not drawn)	99	0.5	98	0	0	101	0	1	0	1	-2
O=C(Nc1cccnc1)c1sc2cccc(F)c2c1Cl	?	0.6	99	-3	-9	100	-3	-5	-8	17	-3
Cn1c(CN2CCOCC2)nnc1SCC(=O)Nc1ccc2c(c1)OCCO2	100	-0.7	102	-11	-13	103	-6	-12	-4	27	-10
COc1cc(OC)cc(C(=O)Nc2ccc(-c3nc4ccccc4o3)cc2)c1	104	0.6	104	-7	-8	105	-2	-8	-7	33	-14
CC(C)Nc1nc(NC(C)C)nc(Oc2ccc(OCc3ccccc3)nn2)n1	101	3.2	102	-6	-10	103	-3	-8	-12	7	-5
Cc1ccc(CN=Cc2[nH]c3ccc(Br)c(Cl)c3c2O)cc1	101	6.9	104	3	3	101	4	-3	-12	16	0
COC(=O)c1ccc(/C=C2\N=C(SC)SC2=O)cc1	94	-0.6	96	-4	-11	96	-4	-12	-14	1	-1
O=C(c1cc(C2CC2)on1)N1CCOCC1	103	-1.8	100	0	-6	101	1	-2	-5	-1	-5
C=CCSc1nc2sc(C)c(C)c2c(=O)[nH]1	97	0.0	99	-7	-3	98	-6	-4	-4	2	-4
C=CCn1c(SCC(=O)Nc2sccc2C(N)=O)nc2sc(CC)cc2c1=O	98	0.6	99	-1	0	98	-1	-3	-2	0	-4
O=C(NCc1ccco1)NC12CC3CC(CC(C3)C1)C2	104	0.5	99	1	-11	99	0	-6	-5	2	-7
COC(=O)c1ccc(CSc2ncn[nH]2)o1	102	-1.9	101	-2	-16	99	-2	-4	-9	0	-9
CCCc1nc2ccccc2c(=O)n1NC(=O)c1c(O)c2cccc3c2n(c1=O)CCC3	87	0.5	90	0	-7	95	0	-6	-6	1	-8
Fc1ccc(-n2nnc(-c3cccnc3Cl)n2)cc1	86	0.6	95	-2	-5	97	0	-3	-8	5	-4
C#CCOc1c(Cl)cc(/C=N/O)cc1OC	103	-1.0	103	-3	-2	102	-2	-4	-4	5	-7
CC(C)(C)OC(=O)C(C(=O)OC(C)(C)C)c1ccc(Cl)nn1	101	0.0	101	1	-5	103	-2	0	-2	0	-2

Pulled by compound from the entries so far:
SMILES	RGS7-Gao	ABCB1 inh	RGS4-Gao reg	Mcl-1 Bim block	Bfl-1 Bim block	RGS8-Gao reg	Bcl-W Bim block	Bcl-XL Bim block	Bcl-B Bim block	ABCG2 inh	Bcl-2 Bim block
Cn1c(CN2CCOCC2)nnc1SCC(=O)Nc1ccc2c(c1)OCCO2	100	-0.7	102	-11	-13	103	-6	-12	-4	27	-10
COc1cc(OC)cc(C(=O)Nc2ccc(-c3nc4ccccc4o3)cc2)c1	104	0.6	104	-7	-8	105	-2	-8	-7	33	-14
C=CCn1c(SCC(=O)Nc2sccc2C(N)=O)nc2sc(CC)cc2c1=O	98	0.6	99	-1	0	98	-1	-3	-2	0	-4
O=C(NCc1ccco1)NC12CC3CC(CC(C3)C1)C2	104	0.5	99	1	-11	99	0	-6	-5	2	-7
CC(C)Nc1nc(NC(C)C)nc(Oc2ccc(OCc3ccccc3)nn2)n1	101	3.2	102	-6	-10	103	-3	-8	-12	7	-5

Later entries:
SMILES	RGS7-Gao	ABCB1 inh	RGS4-Gao reg	Mcl-1 Bim block	Bfl-1 Bim block	RGS8-Gao reg	Bcl-W Bim block	Bcl-XL Bim block	Bcl-B Bim block	ABCG2 inh	Bcl-2 Bim block
CN1CCN(S(=O)(=O)c2ccc(NC(=O)c3ccc(Br)o3)cc2)CC1	104	0.3	102	-3	-2	101	0	-2	0	2	-3
COCC(=O)Nc1cccc2ccccc12	96	0.9	100	-2	-7	98	-1	-5	-7	2	-3
O=C(CN1C(=O)c2cccc3cccc1c23)Nc1ccc(S(=O)(=O)Nc2nccs2)cc1	97	-0.4	101	1	-5	101	0	-1	-2	-2	0
CCC(C)(C)C(=O)Nc1cc([N+](=O)[O-])ccc1Cl	100	0.2	101	0	1	102	0	-1	-2	3	-3

Screening results as filed in PubChem BioAssay.
